Bioassay records deposited in PubChem by several laboratories.
T cell HTS – T cell immune modulation candidate. 2C CD8+ T cell-vesicle binding, flow cytometry; hits give low values. hit rate 0.068% among 330,000. calls only at 7 µM;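 active = response, share of CD8 T cells binding vesicles, and their 90th percentile fluorescence all below set limits, cut at about 80% in these data, passing the limit was not always enough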
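Material: murine 2C transgenic CD8+ T lymphocytes / Also added: QL9-peptide-loaded Drosophila micro-vesicles bearing Ld, ICAM-1 and B7-1 / Schedule: binding step 1.5 h, 37 °C, antibody labelling 20 min, ice / Signal: flow cytometry, PE anti-B7-1 (FL2) versus Alexa647 anti-CD8 (FL8), PFA-fixed / Evaluation: percent CD8+ FL2 mean versus row control / Benchmarks: naked versus QL9-loaded vesicles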
P. falciparum M1AAP – malaria alanyl aminopeptidase activity blockers – biochemical, fluorogenic H-Leu-NHMec substrate, 1536-well (AID 1445). recombinant M1AAP, H-Leu-NHMec fluorogenic kinetic assay; higher % means a stronger effect. inhibition, % at 30 µM; hits with a dose series show IC50 in µM. hit rate 0.42% among 220,000;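 active = primary inhibition above the hit cutoff, then over 50% inhibition at one or more dose response concentrations, cut at about 23% in these data, passing the limit was not always enough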;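 also: plate controls were DMSO full reaction for no effect and no enzyme background for full effect; strong numbers were not always called active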
WT yeast gro inh – growth inhibition of WT yeast, mitochondrial fusion screen. mitochondrial fusion phenotypic screen, WT strain. inhibition, % at 10 µM. AID 1362. hit rate 2.1% among 190,000; in the data active = inhibition above about 58%; tested in S. cerevisiae
bCat nuc transl – beta-catenin nuclear translocation modulation; HeLa beta-catenin nuclear translocation, immunofluorescence imaging; nuclear translocation activity, % at 5 µM; hit rate 0.3% among 190,000; AID 1665;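 active = nuclear translocation activity above 50% at 5 µM, with a well cell count of 50 or more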;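 also: per-cell ratio of nuclear to cytoplasmic median beta-catenin stain intensity; plate controls were DMSO negative control for no effect and GSK-3 inhibitor IX positive control for full effect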
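Test system: human HeLa cells, endogenous beta-catenin. Times: 24 h compound exposure, 37°C. Measured by: beta-catenin immunofluorescence imaging with DAPI.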
Autophagy HCS – alters autophagy in cells. MEF GFP-LC3 puncta imaging; test concentration mostly 10 µM. hit rate 0.98% among 190,000. AID 463193. calls only at 10 µM (by protocol);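 active = percentage of spot-positive cells more than 3 SD above its plate mean, without a fluorescence outlier flag or 80% toxicity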;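 also: spot-positive cell cutoff set from DMSO-treated cells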
MT stabilize HCS – microtubule stabilization, imaging screen; hit rate 0.83% among 200,000; % tubulin-high responders, % at 10 µM; HeLa tubulin immunostaining HCS, 24 h; share of cells brighter than vehicle mean+2SD;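 active = plate Z-score above 3 for both tubulin-high and condensed-nucleus cell shares, with cell loss under 80%, at 10 µM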;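 also: anti alpha tubulin signal scored within the nucleus-defined area of each cell; some results filed as inactive read as strong as hits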
Dynein cargo inh – blocks dynein driven cargo transport along microtubules. hit rate 0.47% among 220,000. z-score, hits read low. 3617.4 mouse cells, GR-EGFP nuclear translocation imaging; test concentration mostly 20 µM; stimulated with dexamethasone, 1 µM; hits give low values;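 active = plate z-score of nuclear minus cytoplasmic receptor signal below a set negative limit, without overly bright fluorescence or cell loss, cut at about -3.5 in these data, passing the limit was not always enough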;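 also: z-score of nuclear minus cytoplasmic ring GR-EGFP intensity difference per well; some compounds called inactive have numbers as strong as hits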
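Buffer or medium: tetracycline-free induction medium containing charcoal-stripped FBS / Reagent: dexamethasone agonist, 1.0 µM final, for 30 min / Technique: automated 10x imaging of fixed Hoechst-stained cells / Times: induction 48 h, compound 1 h, agonist 30 min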
Yfh1-off respiration – mitochondrial function rescue without frataxin homolog – Friedreich's ataxia, plus single-dose screen, dose response (AID 1465); S. cerevisiae Yfh1-off respiration, WST-1 reduction, 72 h; higher fold induction means a stronger effect; fold induction at 50 µM; hits with a dose series show EC50 in µM; hit rate 0.074% among 220,000;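 active = fold induction of absorbance versus untreated yeast above a set limit, then at least 30% activation at any dose in follow-up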;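 also: activators that raise dye reduction in frataxin-depleted yeast; strong numbers were not always called active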
M17LAP inhibition – P. falciparum M17LAP inhibitors, primary screen, biochemical, fluorogenic H-Leu-NHMec substrate, 1536-well (AID 1619). one-dose inhibition, % at 30 µM; IC50 in µM for titrated hits. hit rate 0.38% among 220,000. recombinant M17LAP, H-Leu-NHMec fluorogenic kinetic assay; higher % means a stronger effect;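 active = compound inhibiting the enzyme by more than half at any dose during confirmatory dose-response retesting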;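 also: plate controls were full reaction with DMSO carrier for no effect and no enzyme background for full effect; strong numbers were not always called active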
WT yeast gro inh mutant strain – also measured in WT yeast gro inh; calls as there; inhibition, %; mitochondrial fusion phenotypic screen, mutant strain inhibition
Dynein cargo inh cytoplasmic EGFP – further read-out of Dynein cargo inh, marked with its call; z-score; measured here: cytoplasmic GR-EGFP intensity; hits give high values
Dynein cargo inh nuclear GR-EGFP – also measured in Dynein cargo inh; calls as there; z-score; measured here: nuclear GR-EGFP intensity;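 lower value marks the stronger effect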
Dynein cargo inh cell count – recorded beside Dynein cargo inh, whose call it bears; z-score; measured here: cell count per field
bCat nuc transl cell count 5 µM – recorded beside bCat nuc transl, whose call it bears; cell count; measured here: cell count, cytotoxicity flag
T cell HTS vesicle-bound % – recorded beside T cell HTS, whose call it bears; double positive events, %; measured here: CD8+ vesicle-bound cell fraction;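 binding gate set so that unloaded-vesicle control wells show 10% double positive cells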
MT stabilize HCS Hoechst-high % – second read-out of MT stabilize HCS, no call of its own (marks repeat the call); % Hoechst-high responders; measured here: nuclear condensation Hoechst responders;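 share of cells brighter than vehicle mean plus two SD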
MT stabilize HCS cytotoxicity % – recorded beside MT stabilize HCS, whose call it bears; toxicity, %; measured here: cytotoxicity by cell density;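 0% = mean cell density of plate MIN control wells and 100% = no cells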
Autophagy HCS cell loss 18 h – recorded beside Autophagy HCS, whose call it bears; toxicity, %; measured here: cell loss, nuclei count;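 cell loss after 18 h compound exposure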
Starred values were filed as active, the others as inactive; i = inactive; x = not tested or not shown; + = active, no number.

SMILES	T cell HTS	T cell HTS vesicle-bound %	P. falciparum M1AAP	WT yeast gro inh	WT yeast gro inh mutant strain	bCat nuc transl	bCat nuc transl cell count 5 µM	Autophagy HCS	Autophagy HCS cell loss 18 h	MT stabilize HCS	MT stabilize HCS Hoechst-high %	MT stabilize HCS cytotoxicity %	Dynein cargo inh	Dynein cargo inh cytoplasmic EGFP	Dynein cargo inh nuclear GR-EGFP	Dynein cargo inh cell count	Yfh1-off respiration	M17LAP inhibition
CCOC(=O)n1c(=O)n(Cc2cccc(F)c2)c2ccccc21	i	28	0%	0	-27	7.1	1100	i	18	3.6	2.2	3.1	0.42	-0.18	0.12	-0.12	i	-9%
O=C1CC(c2cccc(Cl)c2)CC(O)=C1C=Nc1ccccc1 (stereo unspecified)	i	39	-4%	4	-14	0.4	909	i	6	1.9	3.7	8.3	0.6	-0.18	0.04	-0.62	i	5%
CCOC(=O)c1cc2c(C)n(-c3ccc(OCC)cc3)c(C)c2cc(C(=O)OCC)c1=O	i	34	9%	3	13	1.7	1107	i	9	2.4	2.7	7.7	-1.5	-0.18	-0.57	1.1	i	6%
O=C(NC(NC(=S)Nc1c(Cl)cc(Cl)cc1Cl)C(Cl)(Cl)Cl)OCc1ccccc1 (stereo unspecified)	i	62	5%	7	-1	0.6	1117	i	7	7.5	1.6	3.2	0.35	-0.21	0.72	-1.5	i	-4%
CCCC1C(C#N)=C(N)Oc2cc(C)n(C)c(=O)c21 (stereo unspecified)	i	46	8%	-2	4	-11	1220	i	8	5.0	2.3	16	0.62	-0.15	0.68	-1.5	i	-123%
COc1ccc(Oc2ccccc2C#N)cc1	i	16	-1%	-6	-6	-2.8	1119	i	11	4.4	2.2	4.0	-0.073	-0.29	0.1	0.28	i	-2%
CC1CCC/C(=N/Nc2ccc([N+](=O)[O-])cc2[N+](=O)[O-])C1 (stereo unspecified)	i	23	18%	29	26	x	x	i	-38	2.3	1.9	2.5	-0.57	-0.26	-0.52	0.35	i	3%
O=C(NC(=S)Nc1ccc(S(=O)(=O)N2CCCCC2)cc1)c1cccs1	i	42	7%	26	8	-0.5	923	i	24	2.9	1.9	1.6	3	-0.2	2.9	-1.7	i	10%
COc1ccccc1NC(=O)CSc1nnc(-c2ccoc2C)n1CCc1ccccc1	i	35	25%*	3	-5	0.0	747	i	-2	1.6	1.6	4.6	-0.69	-0.2	-0.41	0.67	i	17%
CCN1CCN(c2cc(C)c3cc(NC(=O)c4ccc(OC)c(OC)c4)ccc3n2)CC1	i	42	4%	-1	-2	x	x	+	53*	8.4	5.6	6.7	-0.66	-0.042	-0.34	-0.25	i	10%
O=C(Nc1ncc2c(n1)-c1ccccc1CC2)C1CC1	i	59	-4%	6	-1	-1.4	1117	i	0	3.3	2.4	3.8	0.42	-0.32	0.46	0.82	i	-1%
CC(C)C(C)NC(=O)COC(=O)c1cccc(C(=O)OCC(=O)NC(C)C(C)C)n1 (stereo unspecified)	i	7	-8%	8	-8	-1.7	1125	i	-8	1.5	1.7	1.6	-1.4	-0.2	-0.7	1.9	i	17%
COc1ccccc1CNS(=O)(=O)c1ccc(NC(C)=O)cc1	i	9	6%	-21	14	0.4	1046	i	3	2.6	1.9	3.3	-0.045	-0.22	0.0093	-1	i	5%
COc1ccc(-c2nn(C)c3sc(C(=O)N4CCOCC4)cc23)cc1OC	i	36	4%	-9	-18	0.6	989	i	-10	1.9	3.6	6.1	-0.34	-0.21	0.033	0.46	i	20%
COc1ccc(/C=N/NC(=S)Nc2ccccc2)cc1COc1ccc(Br)cc1	i	62	6%	x	x	-0.1	1336	x	x	x	x	x	-0.7	-0.22	0.23	-0.35	i	5%
O=C(NNC(=S)NC(=O)c1ccccc1[N+](=O)[O-])c1ccccc1	i	51	-8%	-17	-21	-2.3	566	i	8	4.1	2.6	4.3	-0.82	-0.24	-0.59	0.5	i	18%
C=CCNc1nc(Nc2ccc(-c3nc4ccccc4o3)cc2)nc(N2CCOCC2)n1	i	47	16%	-16	2	x	x	i	1	1.0	0.6	4.1	-0.017	-0.33	-0.14	0.25	i	-9%
Cc1ccc2c(Cl)c(C(=O)Nc3nn[nH]n3)sc2c1	i	37	11%	-13	-5	0.3	1073	i	-2	3.3	2.6	4.7	-0.59	-0.34	-0.25	1.1	i	-5%
c1nc(N2CCCC2)c2[nH]cnc2n1	i	11	-4%	25	11	-1.3	1165	i	-5	3.7	2.6	5.9	1.1	-0.19	0.59	-0.22	i	6%
COc1ccc(CNC(C)(C)C)cc1Cl	i	30	1%	-17	-19	x	x	i	2	2.7	2.4	7.8	-0.81	-0.16	-1.1	-0.34	i	-14%
CC(OC(=O)c1ccc(S(=O)(=O)NCc2ccco2)cc1)C(=O)Nc1ncc(Cl)cc1Cl (stereo unspecified)	i	38	6%	-12	7	0.0	1022	i	12	4.0	2.8	8.3	-1.3	-0.24	-0.86	0.88	i	-12%
COc1ccc(C(C(=O)NC(C)(C)C)N(C(=O)CNC(=O)c2cccs2)c2ccc(NC(C)=O)cc2)cc1OC (stereo unspecified)	i	36	6%	-7	-18	0.8	1549	i	2	2.6	2.4	12	1.2	-0.38	-0.18	0.71	i	-10%
COc1cc(C)ccc1OCCOc1ccccc1Cl	i	24	-6%	15	14	0.1	1353	i	-13	2.6	1.2	6.0	-0.14	-0.21	0.46	0.014	i	-1%
COc1ccccc1-c1nnc2sc(COc3ccc(F)cc3)nn12	i	16	3%	x	x	-2.5	846	i	-14	4.9	1.3	6.9	0.21	-0.14	0.39	-0.66	x	3%
COc1ccccc1N/C=C/C(=C(C#N)C#N)N(C)C	i	58	13%	16	-3	-1.4	1263	i	19	3.4	1.5	2.6	0.89	-0.22	0.43	-0.52	i	1%
SMILES	T cell HTS	T cell HTS vesicle-bound %	P. falciparum M1AAP	WT yeast gro inh	WT yeast gro inh mutant strain	bCat nuc transl	bCat nuc transl cell count 5 µM	Autophagy HCS	Autophagy HCS cell loss 18 h	MT stabilize HCS	MT stabilize HCS Hoechst-high %	MT stabilize HCS cytotoxicity %	Dynein cargo inh	Dynein cargo inh cytoplasmic EGFP	Dynein cargo inh nuclear GR-EGFP	Dynein cargo inh cell count	Yfh1-off respiration	M17LAP inhibition
O=C(NC1c2ccccc2-c2ccccc21)c1ccco1	i	44	4%	26	12	-1.8	925	i	-43	5.0	3.1	1.0	-0.69	-0.38	-0.01	0.97	x	9%
CCC(=O)N/N=C(\C)CC(=O)Nc1cccc([N+](=O)[O-])c1	i	44	4%	-17	-4	-1.5	645	i	3	3.9	3.5	6.8	-0.24	-0.3	-0.27	0.3	i	10%
CC(=O)NNC(=O)CCn1nnc2ccccc21	i	8	-2%	3	3	-2.2	1119	i	17	2.1	0.9	0.3	2.8	0.022	1.8	-1.1	i	19%
CC(C)C(=O)Nc1ccc2c(c1)nc(CCN1CCN(C)CC1)n2C	i	29	15%	-19	-21	x	x	i	5	2.1	2.2	10	-0.57	-0.027	-0.15	1	i	6%
CNCC(C)COc1ccccc1OCc1ccccc1 (stereo unspecified)	i	56	3%	-6	-17	1.9	459	i	3	4.4	2.7	13	3.6	-0.057	1.3	-1.7	i	-8%
CCS(=O)(=O)c1ccc2c(c1)N(S(C)(=O)=O)CC(C(=O)NCCOC)O2 (stereo unspecified)	i	56	3%	-13	-73	-1.0	1344	i	-8	1.6	1.4	4.7	-0.64	-0.052	-0.57	0.29	i	-3%
CCOc1ccccc1CNC(=O)c1cc2oc3ccccc3c2n1C	i	11	-5%	38	-1	0.9	1268	i	-1	0.9	1.1	17	-0.034	0.16	0.085	-1.5	i	4%
Cc1ccc(N2C(=O)[C@@H]3[C@H](C2=O)C2c4ccccc4C=NN2[C@@H]3C(=O)c2ccc(Cl)cc2)cc1 (stereo partly specified)	i	48	2%	10	8	-2.1	571	i	14	4.1	2.1	9.7	-0.086	-0.21	-0.015	0.044	i	7%
N=c1c2c3c(sc2ncn1N)CCCC3	i	45	x	-24	-10	-2.9	1035	i	-9	2.5	1.0	0.5	-0.36	-0.32	0.0063	0.58	i	x
CNC(=O)c1c[nH]n2c(=O)c(Cc3ccccc3F)c(C)nc12	i	22	7%	7	7	-0.9	1158	i	5	2.0	4.0	6.9	0.26	-0.2	0.3	0.066	i	-77%
COc1ccc(OC)c(NC(=O)C23CCC(C)(C(=O)O2)C3(C)C)c1 (stereo unspecified)	i	14	14%	16	15	-0.6	1021	i	-5	3.8	2.1	4.0	0.26	-0.14	0.25	-0.26	i	0%
